CBFb RUNX1 block – inhibitors of human CBF-beta and RUNX1 interaction; 230,000 tested, under 10 active; AlphaScreen CBFb-His/RUNX1-biotin binding, biochemical; Potency, µM (doses to about 59.8 µM), for the others: top-dose activity, negative = inhibition, most hits filed as inhibitors; Q01196+Q13951; AID 1477; further: % of control where 0% means no effect
Target sequence (Q01196 whole entry, looked up): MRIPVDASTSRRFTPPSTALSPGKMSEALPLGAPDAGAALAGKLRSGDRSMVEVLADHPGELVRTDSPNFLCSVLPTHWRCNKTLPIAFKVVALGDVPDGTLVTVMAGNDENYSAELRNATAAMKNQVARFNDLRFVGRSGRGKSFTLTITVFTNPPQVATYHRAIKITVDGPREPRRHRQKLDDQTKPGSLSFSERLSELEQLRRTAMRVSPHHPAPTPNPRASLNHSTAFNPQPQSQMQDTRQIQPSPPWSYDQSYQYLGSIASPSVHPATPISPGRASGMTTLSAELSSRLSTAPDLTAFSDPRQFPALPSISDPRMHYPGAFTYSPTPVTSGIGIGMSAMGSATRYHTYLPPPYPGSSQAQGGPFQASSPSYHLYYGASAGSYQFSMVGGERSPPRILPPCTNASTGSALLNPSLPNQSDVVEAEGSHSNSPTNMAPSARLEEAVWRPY
Target sequence (Q13951 whole entry, looked up): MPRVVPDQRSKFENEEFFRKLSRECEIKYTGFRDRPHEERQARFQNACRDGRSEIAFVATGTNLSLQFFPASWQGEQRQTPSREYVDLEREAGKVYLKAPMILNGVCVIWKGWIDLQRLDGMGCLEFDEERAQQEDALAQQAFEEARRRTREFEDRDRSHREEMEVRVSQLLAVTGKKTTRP
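Interaction loss through any mechanism counts as activity. Pre-formed complex of His-CBF-beta and biotin-RUNX1 (30 nM apiece) is incubated with compound 15 min, then with 50 ng nickel and 50 ng streptavidin beads for 90 min before AlphaScreen detection.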
Lamin A splicing – changes lamin A minigene splicing in HeLa cells; 200,000 compounds, 0.01% hits; HeLa LMNA splicing GFP/RFP minigene ratio, 48 h; Potency, µM (highest dose often 46.1 µM), without a hit: at the top dose ratio change, negative = inhibition, most hits filed as inhibitors; active means well fitted inhibition curve with a large enough effect in the signal ratio, with a control signal flat, not every such curve was filed as active; inconclusive means small, poorly fitted or top-dose-only effect, or effect the other way, or a change in a side signal; the % refers to the signal ratio; further: potency means the concentration at half of the fitted maximal effect; on the % scale 0 is the no-effect control and ±100 the full control effect
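S3 HeLa cells stably expressing lamin A-EGFP splicing minigene plus DsRed2, 600 cells/well, 48 h compound exposure at 37C. Laser-scanning cytometry; analysed as GFP (500-530 nm)/RFP (575-640 nm) total intensity ratio; 0.5% DMSO vehicle.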
NPSR antag – antagonists of human neuropeptide S receptor cAMP signaling. Potency, µM (titrated, usually from 38.3 µM), for the others: at the top dose activity change, negative = inhibition, actives largely listed as inhibitors. CHO-NPSR cells, cAMP TR-FRET, antagonist mode. Q6W5P4. 220,000 compounds, 1% hits; further: potency means the concentration at half of the fitted maximal effect; on the % scale 0 is the no-effect control and ±100 the full control effect; nearly all actives have a fitted effect of over 50% in size; many of its hits are not listed in these tables
Target sequence (Q6W5P4 whole entry, looked up): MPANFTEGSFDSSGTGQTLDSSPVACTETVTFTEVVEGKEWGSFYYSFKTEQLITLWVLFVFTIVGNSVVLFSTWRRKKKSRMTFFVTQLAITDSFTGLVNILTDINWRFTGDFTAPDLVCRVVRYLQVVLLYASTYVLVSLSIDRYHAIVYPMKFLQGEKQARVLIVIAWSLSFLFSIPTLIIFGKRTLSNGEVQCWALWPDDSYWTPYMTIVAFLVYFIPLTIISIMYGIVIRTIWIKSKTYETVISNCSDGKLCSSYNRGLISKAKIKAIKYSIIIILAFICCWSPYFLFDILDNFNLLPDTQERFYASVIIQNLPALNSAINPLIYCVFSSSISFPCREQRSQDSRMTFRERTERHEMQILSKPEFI
KinaseGlo FLuc – blocks Kinase-Glo luciferase, a counter-screen artifact; Q27757; Kinase-Glo luciferase, ATP luminescence, 8 min; Potency, µM (titrated, usually from 38.3 µM), without a hit: at the top dose activity change, negative = inhibition, hits mostly inhibitors; 200,000 compounds, 0.28% hits; AID 1379; further: potency means the concentration at half of the fitted maximal effect; on the % scale 0 is the no-effect control and ±100 the full control effect; nearly all actives have a fitted effect of over 60% in size
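Inhibition of Kinase-Glo luciferase light generation was assessed at 10 uM ATP in pH 7.2 imidazole buffer, with luminescence measured after eight minutes at ambient temperature.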
IMPase Li inh – membrane-permeable IMPase blocker, potentiated with lithium. AID 1457. 210,000 compounds, 0.35% hits. Potency, µM (series often up to 59.4 µM), inactives show top-dose activity, negative = IMPase inhibition, actives largely listed as inhibitors. CHO-M1 cells, IP1 TR-FRET (IP-One), carbachol + lithium;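 further: IP1 builds up when IMPase is blocked and the TR-FRET signal falls; potency means the concentration at half of the fitted maximal effect; plate controls were basal vehicle for no effect and high inhibitor control for full effect; nearly all actives have a fitted effect of over 50% in size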
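CHO cells stably expressing M1 receptor (2000/well, cultured 16–30 h) treated 30 min at 37C with compound plus low lithium. Cytosolic IP1 by TR-FRET (665/620 ratio and 620 channel) after 10 min lysis; AC50 by Hill fit.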
GLA spleen mod – inhibitors or activators of human alpha-galactosidase in spleen homogenate; P06280; human spleen homogenate, 4MU-alpha-Gal fluorescence, 40 min; Potency, µM (series often up to 80 µM), inactives show at the top dose activity change, negative = inhibition, hits mostly inhibitors; 240,000 compounds, 0.008% hits; AID 2107;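 further: potency means the concentration at half of the fitted maximal effect; 0% = enzyme with vehicle and -100% = no enzyme basal signal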
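Human spleen homogenate (1 ug) was the enzyme source, with 4-methylumbelliferyl-alpha-D-galactopyranoside (1 mM final) in pH 5.0 citrate buffer with 0.01% Tween-20. Compounds were titrated; after 40 min at 37C, NaOH/glycine stop, 4-MU fluorescence read; AC50 from Hill fits.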
Epigenetic reg – epigenetic control regulation, reporter derepression; murine LDR cells, GFP reporter derepression, 30 h; Potency, µM (series often up to 53.9 µM), for inactives: at the top dose GFP activation, actives largely listed as activators; 280,000 compounds, 0.2% hits; further: potency means the concentration at half of the fitted maximal effect; % of control where 0% means no effect; nearly all actives have a fitted effect of over 60% in size
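Murine LDR cells bearing a silenced CMV-driven GFP reporter were exposed to compound for 30 h at 37 C. After PBS washes, GFP-positive cells (20-120 um objects) counted by laser-scanning microplate cytometry.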
* marks the source's active call; other numbers are inactive results; u = inconclusive; x = no result given; [ ] = another dose, or the depositor's remark. Unless noted, the call rests on the fitted dose curve; in most records, active means well fitted curve in the direction sought with a large enough effect; inconclusive means small, poorly fitted or top-dose-only effect, or another doubt; inactive means no such curve, though single readings can be large; an effect the other way counts as inactive or inconclusive.

No. | molecule | CBFb RUNX1 block | Lamin A splicing | NPSR antag | KinaseGlo FLuc
1 | CC1(C(=O)NCc2ccc(Cl)c(Cl)c2)Oc2ccccc2NC1=O (stereo not given) | 4% | 27%[9.22 µM] | -3% | 0%
2 | CC(C)NC(=O)N1CC[C@@]2(CCCN(C(=O)c3cccn3C)C2)C1 | x | x | x | -2%
3 | CC(=O)c1ccc(OCC(=O)NCC(c2ccco2)N2CCCCC2)cc1 (stereo not given) | -17% | x | 8% | x
4 | C=CC[C@@H]1C=C[C@@H](O/N=C(/C)CCC(=O)OC[C@@H]2O[C@H](C#Cc3ccccc3)C=C[C@@H]2Oc2ccc(C)cc2)[C@@H](CO)O1 | 10%[13.1 µM] | x | x | x
5 | O=C(CN(C(=O)CCC(=O)Nc1nccs1)c1ccccc1F)NCC1CCCO1 (stereo not given) | 6% | 2% | 0%[46.1 µM] | -2%
6 | CN1CCN(CC#CCn2c3ccccc3c3ccccc32)CC1 | -5% | -11% | 24%[46.1 µM] | 2%
7 | CC(=O)Oc1cccc(N2C(=O)c3ccc(C(=O)O)cc3C2=O)c1 | 0% | -1% | -6%[46.1 µM] | -11%
8 | COc1ccc(O[C@H]2C=C[C@@H](c3ccccc3)O[C@@H]2CO/N=C(\C)CCN2CCc3nc(-c4ccccc4)c(-c4ccccc4)cc3C2)cc1 | 22%[13.1 µM] | u | -51% | -1%

No. | IMPase Li inh | GLA spleen mod | Epigenetic reg
1 | 3% | 5% | 2.5%
2 | -7% | -6% | x
3 | 3% | -4% | 1.3%
4 | x | -6%[17.5 µM] | 0.8%[10.1 µM]
5 | 18%[38.3 µM] | 6% | 0.0%
6 | 40%[activator][38.3 µM] | 1% | 1.0%
7 | -3%[38.3 µM] | -3% | -4.3%
8 | 13% | -14%[17.5 µM] | 0.0%[10.1 µM]

(further entries)
No. | molecule | CBFb RUNX1 block | Lamin A splicing | NPSR antag | KinaseGlo FLuc
9 | Cc1ccc(CN2CCN(Cc3nc4ccccc4nc3C)CC2CCO)cc1 (stereo not given) | 7% | x | -2% | x
10 | COc1ccccc1NC(=O)CN1CCN(S(=O)(=O)c2ccc(Br)cc2)CC1 | 7% | -4% | -16%[46.1 µM] | -2%
11 | CC1=C(C(=O)OCC2CCCO2)C(c2coc3ccc(Cl)cc3c2=O)C2=C(CCCC2=O)N1 (stereo not given) | -11% | 12%[46 µM] | -23% | 1%
12 | COC(=O)C1=C(C(=O)OC)[C@@H]2N(C)c3ccccc3[C@@]23C[C@@H](C(=O)OC)N(C(=O)C2CCC2)C3=N1 | -1%[13.1 µM] | u | -5% | 2%[7.66 µM]
13 | Cn1cccc1C(=O)OCC(=O)NC1CCS(=O)(=O)C1 (stereo not given) | -9% | x | 11% | 5%
14 | COc1cccc(-c2nc(N3CCNCC3)c3ccccc3n2)c1 | x | -8% | x | -5%
15 | CCN(C(=O)c1c(N)cnn1C)c1ccccc1 | -7% | x | 5% | -1%
16 | Cc1cc(C)c2cc(C(c3nnnn3CC3CCCO3)N3CCN4CCCC4C3)c(=O)[nH]c2c1 (stereo not given) | 4% | 7% | -3%[46.1 µM] | 4%

No. | IMPase Li inh | GLA spleen mod | Epigenetic reg
9 | x | 4% | 0.0%
10 | 3% | -19% | 0.0%
11 | -2% | 2% | -3.6%
12 | 7% | 0%[17.5 µM] | 0.4%
13 | -2% | -3% | 5.2%
14 | 21% | 12% | 2.4%
15 | -13% | -4% | -1.3%
16 | 10%[38.3 µM] | 13% | -1.0%

More compounds.
No. | molecule | CBFb RUNX1 block | Lamin A splicing | NPSR antag | KinaseGlo FLuc
17 | N#CC(C#N)=C(N)Nc1cccc(Cl)c1 | 5% | x | -8% | x
18 | Cc1cccc(C(=O)OCC(=O)NCC(C)C)c1O | 4% | x | 2% | 2%
19 | CCC(C)[C@@H](C(=O)NCC1CCC(C(=O)O)CC1)n1nnc2ccccc2c1=O (stereo not given in full) | 4% | 5% | -1%[46.1 µM] | -5%
20 | CC(C)CCN1CC(C(=O)NC(C)C)CC1=O (stereo not given) | 11% | -4% | 1%[46.1 µM] | 1%
21 | COc1ccccc1NC(=O)CCC(=O)Nc1nnc(C(F)(F)F)s1 | 0% | 4% | -7%[46.1 µM] | -2%
22 | CCOC(=O)C1=C(C)NC(SC)=NC1c1ccc(OC)cc1 (stereo not given) | 1% | -11% | u | 1%
23 | CCOC(=O)c1ccc(Nc2nnc3nc(C)cc(C)n23)cc1 | -21% | 1% | 16%[46.1 µM] | 4%
24 | Cc1ccc(C(C(=O)NC2CCCCC2)N(C(=O)Cc2c[nH]c3ccccc23)c2ccccc2C)o1 (stereo not given) | -9% | -5% | -20% | 4%

No. | IMPase Li inh | GLA spleen mod | Epigenetic reg
17 | x | -1% | -1.0%
18 | 5% | 1% | -0.4%
19 | -1%[38.3 µM] | 4% | -0.2%
20 | 20%[38.3 µM] | -23% | -2.1%
21 | -9%[38.3 µM] | 0% | -0.2%
22 | 14% | 3% | -0.8%
23 | 11% | 23% | 2.8%
24 | 9% | 6% | 0.0%

Sorted by count of non-hydrogen atoms (low to high): five of the compounds above.
No. | molecule | CBFb RUNX1 block | Lamin A splicing | NPSR antag | KinaseGlo FLuc
15 | CCN(C(=O)c1c(N)cnn1C)c1ccccc1 | -7% | x | 5% | -1%
13 | Cn1cccc1C(=O)OCC(=O)NC1CCS(=O)(=O)C1 (stereo not given) | -9% | x | 11% | 5%
6 | CN1CCN(CC#CCn2c3ccccc3c3ccccc32)CC1 | -5% | -11% | 24%[46.1 µM] | 2%
21 | COc1ccccc1NC(=O)CCC(=O)Nc1nnc(C(F)(F)F)s1 | 0% | 4% | -7%[46.1 µM] | -2%
9 | Cc1ccc(CN2CCN(Cc3nc4ccccc4nc3C)CC2CCO)cc1 (stereo not given) | 7% | x | -2% | x

No. | IMPase Li inh | GLA spleen mod | Epigenetic reg
15 | -13% | -4% | -1.3%
13 | -2% | -3% | 5.2%
6 | 40%[activator][38.3 µM] | 1% | 1.0%
21 | -9%[38.3 µM] | 0% | -0.2%
9 | x | 4% | 0.0%

The list continues:
No. | molecule | CBFb RUNX1 block | Lamin A splicing | NPSR antag | KinaseGlo FLuc
25 | CCOc1cc2[nH]c(=S)n(CCCOC)c(=O)c2cc1OCC | 4% | 7% | -4%[46.1 µM] | 0%
26 | CCN1CCN(S(=O)(=O)c2cc(OC)c(Cl)cc2OC)CC1 | 5% | 0% | -3%[46.1 µM] | -3%
27 | CCOc1ccc(CC(=O)Nc2cccc(-c3ccc4nnc(C)n4n3)c2)cc1 | -2% | -2%[9.22 µM] | -8% | -2%
28 | CCOC(=O)C1CCCN(CC(=O)Nc2c(C(=O)OC)[nH]c3ccc(Cl)cc23)C1 (stereo not given) | 0% | -3% | u | 0%
29 | CCC(=O)N1c2ccccc2NC2=C(C(=O)CCC2)C1c1ccccc1 (stereo not given) | 4% | -1% | -1%[46.1 µM] | -4%
30 | COc1ccc2oc(=O)c(C(=O)OCC(=O)c3ccc([N+](=O)[O-])cc3)cc2c1 | -7% | u | 16% | 0%
31 | COc1ccc(NS(=O)(=O)c2cc(NC(=O)c3cnc(C)cn3)ccc2N2CCCC2)cc1 | -4% | -21% | -24% | 2%
32 | COc1ccc(C(=O)OCC(=O)Nc2ccc(F)cc2F)cc1OC | 4% | -3%[0.0737 µM] | -2%[46.1 µM] | -1%

No. | IMPase Li inh | GLA spleen mod | Epigenetic reg
25 | 17%[38.3 µM] | -16% | -2.1%
26 | 15%[38.3 µM] | -1% | -1.0%
27 | 2% | 0% | 0.5%
28 | 21%[38.3 µM] | 2% | 0.0%
29 | 22%[38.3 µM] | 7% | 0.0%
30 | 6% | 5% | -1.4%
31 | 11% | 4% | 0.0%
32 | -3%[38.3 µM] | 4% | -2.6%

Next entries:
No. | molecule | CBFb RUNX1 block | Lamin A splicing | NPSR antag | KinaseGlo FLuc
33 | O=C(Cc1csc(Nc2nc(=S)[nH]c3ccccc23)n1)NCc1cccc(Cl)c1 | -2% | 10% | 2%[46.1 µM] | -3%
34 | COC(=O)c1[nH]c2cc(OC)ccc2c1N | -2% | 3% | u | -2%
35 | COc1ccc(Cl)cc1NC(=O)CN(C(=O)c1ccco1)C1CCCCC1 | -6% | u | -26%[46.1 µM] | 4%
36 | COc1cccc(CC2(CO)CCN(Cc3cnc(-c4cccc(C)c4)nc3)CC2)c1 | 0% | -5%[46 µM] | 38% | 2%
37 | CN(C)S(=O)(=O)N1CCN(c2ccccc2Cl)CC1 | 3% | 9% | -2%[46.1 µM] | -1%
38 | CCn1nnnc1-c1ccc(OC)c(S(=O)(=O)NCc2ccccc2)c1 | 2% | 3% | -12%[46.1 µM] | 0%
39 | O=C(CN(c1ccc(Cl)cc1)S(=O)(=O)c1ccccc1)N1CCN(c2ccccc2)CC1 | -4% | 13% | u | 19%
40 | O=C(CSc1nnc2scc(-c3ccccc3)n12)Nc1nsc(-c2ccccc2)n1 | 6% | u | -6%[46.1 µM] | -4%

No. | IMPase Li inh | GLA spleen mod | Epigenetic reg
33 | -4%[38.3 µM] | -1% | 7.2%
34 | 27%[38.3 µM] | 9% | -1.0%
35 | 31%[activator][38.3 µM] | 10% | -4.2%
36 | 12% | 5% | 0.0%
37 | 18%[38.3 µM] | 0% | -0.6%
38 | 39%[activator][38.3 µM] | 4% | -1.0%
39 | 26%[38.3 µM] | -23% | -2.4%
40 | u | 3% | 2.7%

The list continues:
No. | molecule | CBFb RUNX1 block | Lamin A splicing | NPSR antag | KinaseGlo FLuc
41 | CCCC1(CCC)NC(=O)N(CC(=O)Nc2cccc(OC)c2)C1=O | -2% | -11% | -7%[46.1 µM] | 0%
42 | Cc1ccccc1CSc1nnc(-c2ccncc2)o1 | 10% | x | 2% | -1%
43 | CC12CCC(C(=O)N(c3cccc(Cl)c3)C1=O)C2(C)C (stereo not given) | 10% | -17% | 19% | 1%
44 | CCOC(=O)c1c(C)n(C)c2c(C)cc(O)c(OC(C)=O)c12 | 5% | -6% | -12%[46.1 µM] | 2%
45 | Cc1cccc(CNc2ncncc2-c2ccccc2Cl)c1 | x | u | x | x
46 | Cc1cc(C)c(S(=O)(=O)/N=C2/C=C(SCC(=O)O)C(=O)c3ccccc32)cc1C | u | x | 4% | -6%
47 | c1ccn2c(CNc3ncnc4sccc34)nnc2c1 | -1% | u | 10%[46.1 µM] | 3%

No. | IMPase Li inh | GLA spleen mod | Epigenetic reg
41 | -11%[38.3 µM] | -11% | -4.3%
42 | 2% | 0% | -0.3%
43 | -1% | 9% | -1.6%
44 | 7%[38.3 µM] | -4% | -1.1%
45 | 23% | 1% | x
46 | 7% | u | -0.2%
47 | -5% | 7% | -2.0%

An excerpt, so the mix of outcomes need not match the whole.
